# Screening data from PubChem BioAssay.
# GPR151 activ: human GPR151 activation; 1% of 650,000 active; Q8TDV0; AID 1508602; PathHunter beta-arrestin GPR151 cells, luminescence; activation, % at 11.2 µM; in the data active = activation above about 4.9%;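 also: 0% = median of compound wells and 100% = cells with positive control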
# Target sequence (Q8TDV0 whole entry, looked up): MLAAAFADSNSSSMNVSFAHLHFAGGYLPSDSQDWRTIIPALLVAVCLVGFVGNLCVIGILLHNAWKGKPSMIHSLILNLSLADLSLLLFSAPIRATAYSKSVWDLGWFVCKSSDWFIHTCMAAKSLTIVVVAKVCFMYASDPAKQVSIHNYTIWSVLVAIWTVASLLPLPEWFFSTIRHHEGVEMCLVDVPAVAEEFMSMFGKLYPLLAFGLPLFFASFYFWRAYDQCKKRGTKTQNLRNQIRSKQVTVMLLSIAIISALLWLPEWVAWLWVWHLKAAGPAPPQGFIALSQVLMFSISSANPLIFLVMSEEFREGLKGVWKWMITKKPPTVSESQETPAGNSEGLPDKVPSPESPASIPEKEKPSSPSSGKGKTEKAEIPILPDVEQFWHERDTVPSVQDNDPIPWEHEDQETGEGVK
# TEAD-YAP inh: TEAD-YAP interaction inhibition; HEK-TIYL cells, TEAD-Gal4/YAP UAS-luciferase luminescence; inhibition, % at 9.12 µM; 1.4% of 640,000 active; in the data active = inhibition above about 32%;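 also: 0% = median of test compound wells and 100% = reference inhibitor wells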
# MITF inh: human MITF inhibition, primary screen | AID 1259374 | 0.91% of 650,000 active | AlphaScreen MITF homodimerization, bead proximity signal | O75030 | inhibition, % at 2.6 µM; in the data active = inhibition above about 50%;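 also: 0% = vehicle wells with protein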
# Target sequence (O75030 whole entry, looked up): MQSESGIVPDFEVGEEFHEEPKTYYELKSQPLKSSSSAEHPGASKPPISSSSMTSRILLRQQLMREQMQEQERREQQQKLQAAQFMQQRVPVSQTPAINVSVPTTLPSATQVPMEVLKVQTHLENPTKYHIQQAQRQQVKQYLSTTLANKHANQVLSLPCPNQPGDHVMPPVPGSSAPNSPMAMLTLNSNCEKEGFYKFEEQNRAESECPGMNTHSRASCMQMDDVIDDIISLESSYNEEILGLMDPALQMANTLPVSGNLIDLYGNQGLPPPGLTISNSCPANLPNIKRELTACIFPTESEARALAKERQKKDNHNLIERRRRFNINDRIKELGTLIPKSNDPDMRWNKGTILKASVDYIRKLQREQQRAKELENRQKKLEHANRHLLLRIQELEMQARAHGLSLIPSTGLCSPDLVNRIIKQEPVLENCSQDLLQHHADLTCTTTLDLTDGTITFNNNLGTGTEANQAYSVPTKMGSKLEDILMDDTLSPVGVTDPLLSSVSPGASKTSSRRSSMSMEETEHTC
# FBW7 activator: activators of human E3 ligase FBW7; Q969H0; AID 1259310; normalized activity (activation), % at 26.1 µM; AlphaScreen FBW7–phospho-cyclin E peptide binding, activator screen; 0.13% of 650,000 active; in the data active = normalized activity above about 1.9%;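 also: purified mutant Fbw7 with reduced substrate affinity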
# Numbers without * were called inactive; x = not tested or not shown.
nr	smiles	MITF inh	TEAD-YAP inh
1	COc1ccc(NC(=O)c2cc3n(n2)C(C(F)(F)F)CC(c2ccc(F)cc2)N3)cc1OC (stereo not drawn)	6	-3
2	Cc1ccoc1C(=O)NCC1Cc2cccc(-c3ccncc3)c2O1 (stereo not drawn)	-7	-5
3	CCOc1ccc(NC(=O)C2C3C=CC4(O3)C2C(=O)N(Cc2ccc(Cl)cc2)C4C(=O)NC2CCCCC2)cc1 (stereo not drawn)	12	-1
4	Cc1nc2ccccc2c(=O)n1NC(=O)c1ccccc1	14	5
5	Nc1nonc1C(=O)N/N=C/c1cccc(Br)c1	6	-8
6	Cc1ccc(NC(=O)C2C3C=CC4(O3)C2C(=O)N(Cc2ccccc2F)C4C(=O)NC2CCCCC2)cc1Cl (stereo not drawn)	0	-1
7	CN(Cc1ccccc1)c1nnc(NC(=O)Nc2cc(F)ccc2F)s1	5	5
8	CC(=O)c1cccc(NC(=S)NC(=O)c2ccccc2)c1	10	-30

nr	FBW7 activator	GPR151 activ
1	0.4	-1.3
2	0.2	0.3
3	0.8	0.5
4	-0.1	0.4
5	0.0	-1.6
6	0.0	-0.3
7	0.9	-0.7
8	0.4	-0.1

# A second format for some results above:
# The line under a structure holds: MITF inh, TEAD-YAP inh, FBW7 activator, GPR151 activ
4) Cc1nc2ccccc2c(=O)n1NC(=O)c1ccccc1
    14, 5, -0.1, 0.4
5) Nc1nonc1C(=O)N/N=C/c1cccc(Br)c1
    6, -8, 0.0, -1.6

# (more compounds)
nr	smiles	MITF inh	TEAD-YAP inh
9	Cc1nn(CC(=O)NC2CCCC2)c(=O)c2c1sc1ccccc12	4	3
10	CC(=O)NCCc1nc2ccccc2n1CC(C)C	-2	-1
11	O=C(Nc1ccc(Br)cc1)c1ccc(F)c(S(=O)(=O)N2CCCC2)c1	15	16
12	CSc1ccc(NC(=O)C2CC23CCN(C(=O)C2=NNC(=O)CC2)CC3)cc1 (stereo not drawn)	18	0
13	NC(=O)CSc1oc(-c2ccc(F)cc2)nc1S(=O)(=O)c1ccccc1	-10	0
14	O=S(=O)(Cc1ccc(Cl)cc1Cl)c1nc2ncccc2[nH]1	3	-1
15	N#Cc1cc([N+](=O)[O-])ccc1NC(=O)COC(=O)CCc1c[nH]c2ccccc12	7	0
16	CN(C)CCn1c2ccccc2n2cc(-c3ccc(-c4ccccc4)cc3)nc12	0	-7

nr	FBW7 activator	GPR151 activ
9	0.6	-0.1
10	-0.1	0.8
11	0.5	-2.9
12	0.2	-0.5
13	0.0	0.4
14	0.0	2.0
15	-0.1	1.2
16	1.0	-1.0

# By substructure, the entries above with an NH in an aromatic ring.
nr	smiles	MITF inh	TEAD-YAP inh
14	O=S(=O)(Cc1ccc(Cl)cc1Cl)c1nc2ncccc2[nH]1	3	-1
15	N#Cc1cc([N+](=O)[O-])ccc1NC(=O)COC(=O)CCc1c[nH]c2ccccc12	7	0

nr	FBW7 activator	GPR151 activ
14	0.0	2.0
15	-0.1	1.2

# Further structures follow:
nr	smiles	MITF inh	TEAD-YAP inh
17	CCCCNC(=O)CSc1nc2ccccc2c2nc(-c3ccc([N+](=O)[O-])cc3)nn12	9	0
18	CCOC(=O)c1sc(NC(=O)c2ccc(C#N)cc2)nc1C	8	2
19	CCN(CC)CCCNC(=O)Cn1cnc2sc(C)c(S(=O)(=O)N3CCOCC3)c2c1=O	19	0
20	C=CCNc1cc(C)nc2cc(-c3ccc(C)cc3)nn12	8	-2
21	OCCOCCNc1ncnc2sc(-c3ccccc3)cc12	6	3
22	Cc1cc(-c2nnc(CCC(=O)NCCc3ccc(O)cc3)o2)c(C)o1	-3	-66
23	CCOC(=O)N1CCN(S(=O)(=O)c2cc(C)c(C)cc2C)CC1	-4	-16
24	O=C(c1cccn2c(=O)c3c4c(sc3nc12)CCCC4)N1CCN(c2ccccn2)CC1	-14	-2

nr	FBW7 activator	GPR151 activ
17	0.1	1.1
18	0.0	-0.4
19	0.1	-1.2
20	0.5	-0.5
21	-0.1	-1.1
22	-0.1	-0.6
23	0.1	-1.2
24	0.0	-0.6

# More records.
nr	smiles	MITF inh	TEAD-YAP inh
25	CCc1ccc(C2c3c(n[nH]c3C)CC(C)(O)C2C(C)=O)cc1 (stereo not drawn)	5	15
26	CCOc1cccc(NC(=O)c2ccccc2OC)c1	-6	-8
27	CCOC(=O)N1CCC(NC(=O)c2cnn3c(C)c(Cc4cc(C)ccc4C)c(C)nc23)CC1	-17	8
28	CCOc1cccc(OCCCOc2ccc([N+](=O)[O-])cc2)c1	2	8
29	N#Cc1c(NC(=O)C(C(F)(F)F)C(F)(F)F)sc2c1CCC2	-1	0
30	CN1C(=O)C(/C(N)=N\NC(=O)c2ccccc2)C2CC1(C)Oc1ccccc12 (stereo not drawn)	21	-19
31	Cn1c(=O)c2c(nc3n(-c4ccc5c(c4)OCCO5)c(-c4ccccc4)cn23)n(C)c1=O	8	6
32	CCCCCCc1c(CC(N)C(=O)O)o[nH]c1=O (stereo not drawn)	10	x

nr	FBW7 activator	GPR151 activ
25	0.0	-0.9
26	0.1	3.3
27	0.0	0.4
28	0.7	-1.3
29	0.0	2.2
30	0.4	1.0
31	-0.1	3.9
32	0.0	-0.2

# The list goes on:
nr	smiles	MITF inh	TEAD-YAP inh
33	CN1CCc2c(sc(NC(=O)Cc3ccccc3)c2C#N)C1	-9	0
34	COc1ccc(-c2oc3ncn4nc(-c5ccccc5O)nc4c3c2-c2ccc(OC)cc2)cc1	-5	-3
35	CCOC(=O)c1c(NC(=O)/C=C/C(=O)O)sc2c1CCCCC2	-4	21
36	Cc1nc(NC(=O)c2cc3ccccc3o2)ccc1I	19	-14
37	CCC1(C(=O)OC)NC(c2ccccc2F)C2C(=O)N(c3cccc(C(C)=O)c3)C(=O)C21 (stereo not drawn)	-4	3
38	COc1cc(Br)cc(/C=N/NC(=O)c2ccc(C)nc2)c1O	64*	28
39	CC(=O)c1cccc(-c2ccc3c(c2)C(C)(Cc2c(C)noc2C)C(=O)N3)c1 (stereo not drawn)	-12	-3
40	O=c1c2cc3ccccc3cc2[nH]c(=S)n1-c1ccccc1C(F)(F)F	8	0

nr	FBW7 activator	GPR151 activ
33	-0.1	-0.1
34	0.1	-0.5
35	-0.1	1.5
36	0.5	-2.5
37	-0.4	0.2
38	-0.8	0.2
39	0.0	-0.2
40	-0.1	3.0

# Remaining list, next part:
nr	smiles	MITF inh	TEAD-YAP inh
41	Cn1cnnc1Sc1cc(Cl)ccc1[N+](=O)[O-]	3	-4
42	COc1cc2c(cc1OC)C(COc1ccccc1OC)N(C(=O)c1cccc(C(F)(F)F)c1)CC2 (stereo not drawn)	23	9
43	N#C/C(=C\c1cccs1)C(=O)N1CCCCC1	-7	-48
44	COc1ccc(OCCOc2ccccc2/C=C2\SC(N)=NC2=O)cc1	4	0
45	CCCSCCCNC(=O)C1CCCN(S(=O)(=O)N2CCC3(CC2)OCCO3)C1 (stereo not drawn)	5	4
46	CC(C)C(=O)Nc1cccc(C(=O)Nc2ccc(Br)cc2F)c1	22	-47
47	COCCCNC(=O)c1cc(=O)[nH]c2ccc(Br)cc12	4	-5
48	Cc1ccc(Nc2ccc(C(=O)N3CCCC3)cn2)c(C)c1	0	5

nr	FBW7 activator	GPR151 activ
41	0.0	-0.6
42	0.4	3.3
43	-0.2	-1.8
44	0.6	-0.3
45	-0.1	-1.0
46	0.2	-0.6
47	0.3	-0.1
48	1.6	-0.2

# (further entries)
nr	smiles	MITF inh	TEAD-YAP inh
49	CC(C)CC(=O)N1c2ccccc2NC2=C(C(=O)CC(C)(C)C2)C1c1ccc(N(C)C)cc1 (stereo not drawn)	0	-4
50	O=C(NC1CCN(Cc2ccccc2)CC1)c1ccc(Cn2c(=S)[nH]c3ccccc3c2=O)cc1	0	17
51	CCC(NC(=O)OCCOc1ccccc1)(C(F)(F)F)C(F)(F)F	-5	0
52	O=C1c2sc3nnc(-c4ccccc4)c(=O)n3c2C(=O)N1c1ccc(Br)cc1	2	5
53	COc1ccccc1N1C(=O)c2ccc(C(=O)Nc3ccc4c(c3)OCO4)cc2C1=O	-11	3
54	CCOc1ccccc1Nc1nnc(SCC(=O)Nc2cc(Cl)ccc2C#N)s1	-6	0
55	CCOc1ccc(-n2nc(C(=O)NCCc3ccc(OC)c(OC)c3)c3ccccc3c2=O)cc1	-2	8
56	COC(=O)C1=C(C)N(C)C(C)=C(C(=O)OC)C1c1ccc(OCc2ccccc2)c(OC)c1	5	7

nr	FBW7 activator	GPR151 activ
49	0.0	-1.1
50	0.0	0.1
51	-0.2	1.6
52	-0.2	1.2
53	-0.1	1.0
54	0.1	-0.4
55	-0.1	0.1
56	-0.4	-1.2

# (more compounds)
nr	smiles	MITF inh	TEAD-YAP inh
57	Cc1ccc(CN[C@H]2C[C@H]3C(=O)N[C@H](CC(C)C)C(=O)N3C2)cc1	12	10
58	CCOC(=O)c1c(NC(=O)Cc2ccccc2)sc2ccccc12	14	6
59	C(=N\NC1=Nc2cccc3cccc1c23)/c1cccnc1	7	-33
60	N#C/C(=C/Nc1ccccc1F)c1nc(-c2ccc([N+](=O)[O-])cc2)cs1	68*	-1
61	O=C(Nc1ccccc1)c1ccnc(-c2ccc(N3CCOCC3)nc2)c1	-7	-22
62	CSCCCNC1CCN(c2ccc(CC(=O)NCCc3cccc(F)c3)cc2)CC1	-20	3
63	NC(=O)c1oc2ccccc2c1NC(=O)CCl	5	10
64	COc1ccc(CC(=O)NNC(=O)c2ccc(SCc3ccccc3F)c([N+](=O)[O-])c2)cc1	4	0

nr	FBW7 activator	GPR151 activ
57	-0.1	-0.1
58	0.1	0.3
59	-0.2	-0.2
60	0.1	1.7
61	-0.1	-0.9
62	0.0	0.4
63	0.4	0.7
64	-0.2	1.7

# Next section.
nr	smiles	MITF inh	TEAD-YAP inh
65	CC1(C)CC(=O)c2c(O)cc(=O)oc2C1	10	-6
66	Cc1ccc(S(=O)(=O)N2CCN(C)CC2)c(C)c1	-8	-1
67	CCOc1ccc(C2C(C#N)=C(N)SC(N)=C2C#N)cc1OC	4	7
68	COc1ccc(CSc2nc3sc4c(c3c(=O)n2C)CCCC4)cc1	3	3
69	CCc1cccc(C)c1NC(=S)N(CCCN1CCCCC1)Cc1cccs1	-9	9
70	O=C(NCc1ccccc1)c1cc(-c2ccc(O)cc2)on1	-12	-12
71	Cc1ccc(NC(=O)c2ccc(N3CCN(c4ccccc4Cl)CC3)c([N+](=O)[O-])c2)cc1F	-4	-1
72	CCOC(=O)C(C)Oc1ccc2c(c1)oc(=O)c1ccccc12 (stereo not drawn)	-14	-14

nr	FBW7 activator	GPR151 activ
65	0.1	-0.5
66	-0.2	2.5
67	-0.3	-1.0
68	-0.1	2.8
69	0.0	0.4
70	-0.1	-0.6
71	-0.2	-1.9
72	-0.2	0.2

# Other results follow:
nr	smiles	MITF inh	TEAD-YAP inh
73	Cc1ccc(NCc2nnc(SCC(=O)N3CCCC3)n2C)cc1	-1	0
74	COc1ccc(NC(=O)CSc2nc3cc4c(cc3cc2C#N)OCCO4)cc1OC	1	2
75	CCC(=O)N1c2ccccc2-c2nnc(SC)nc2OC1c1cc(Cl)ccc1OC (stereo not drawn)	5	16
76	CCOC(=O)C1=C(C)NC2=C(C(=O)C(C(=O)OC)C(C)C2)C1c1ccc(C(F)(F)F)cc1 (stereo not drawn)	-7	10
77	COCCCn1c(Cc2ccccc2)nnc1SCC(=O)N(C)C	-14	1
78	CCCOc1cccc(C(=O)Nc2ccc(-c3nc4ccccc4o3)cc2)c1	3	-14
79	Cc1cnc(Cl)nc1NCCOc1ccccc1	7	-2
80	CCCC(=O)n1nc(-c2cccnc2)nc1NCc1ccccc1	15	14

nr	FBW7 activator	GPR151 activ
73	0.0	0.2
74	-0.1	-1.0
75	0.7	-0.4
76	0.1	1.3
77	-0.1	-0.2
78	0.0	-0.5
79	0.0	-1.2
80	0.0	2.2

# The results go on:
nr	smiles	MITF inh	TEAD-YAP inh
81	CS(=O)(=O)Nc1cccc(-c2cnc(N3CCOCC3)c3nccn23)c1	-12	-17
82	CCCCCOc1ccc(C2(C)NC(=O)NC2=O)cc1 (stereo not drawn)	3	-22
83	COC(=O)c1ccc(COC(=O)C2COc3ccccc3O2)o1 (stereo not drawn)	12	1
84	Cc1noc(C)c1-c1nc(C(=O)NCCCN2CCCC2=O)cs1	4	3
85	COc1ccc(COC(=O)C2=C(C)NC(=O)NC2c2cc(Cl)c(O)c(OC)c2)cc1 (stereo not drawn)	-4	-2
86	O=C1CCC2(C(=O)O)N1c1ccccc1C(=O)N2C1CC1 (stereo not drawn)	10	2
87	O=C(O)COc1ccc(NC(=O)c2ccccc2-c2ccccc2C(=O)O)cc1	3	8
88	CCOC(=O)c1cnc2c(C)cccc2c1Nc1cc(C)ccc1OC	13	0

nr	FBW7 activator	GPR151 activ
81	-0.5	0.5
82	0.1	-0.4
83	0.6	-1.5
84	0.0	2.3
85	-0.1	0.0
86	0.0	-1.4
87	0.0	-0.2
88	0.3	-1.8

# Further entries
nr	smiles	MITF inh	TEAD-YAP inh
89	Cc1ccc(-c2noc(CNC(=O)COc3ccc(Cl)cc3C)n2)cc1	-2	0
90	N#Cc1nc(-c2ccc(Cl)cc2)oc1N1CCN(C(=O)c2ccccc2F)CC1	-3	0
91	N#Cc1c(SCC(=O)c2ccccc2)nc2c(c1C1CC=CCC1)CCC2 (stereo not drawn)	-6	-2
92	Cc1nn(CC(=O)O)cc1Br	-1	-3
93	CC(=O)OC/C=C(\C)CC/C=C(\C)CC/C=C(\C)CC/C=C(\C)CC/C=C(\C)CC/C=C(\C)CC/C=C(\C)CC/C=C(\C)CCC=C(C)C	-7	-7
94	COc1cc2c(C(=O)Nc3ccc(F)c(Cl)c3)cn(C)c(=O)c2cc1OC	21	-3

nr	FBW7 activator	GPR151 activ
89	-0.2	2.9
90	0.0	1.4
91	0.1	0.5
92	-0.1	-0.2
93	-0.1	0.2
94	0.0	0.6
